Source: PubChem BioAssay (National Center for Advancing Translational Sciences (NCATS))
PI5P4Ka inh: qHTS for Inhibitors of phosphatidylinositol 5-phosphate 4-kinase (PI5P4K) | PI5P4Kalpha enzyme, ADP-Glo luminescence, 60 min; active compounds read low | max response, % | 1.2% of 330,000 active | AID 652105, 2013; active = max response of -50% or lower; inconclusive = between -30% and -50%; inactive = -30% or higher; note: value at the top dose of about 77 µM; % is set by controls: 0 for no effect and ±100 for the full control effect
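Single end-point luminescence (ADP-Glo) quantified ADP from PI5P4Kalpha turnover; ATP 5 microM final, 1 h at RT, 0.1% CHAPS and 0.28 mM EGTA in HEPES pH 7.4.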
CCT modulator: High-Throughput Screening for Modulators of Cytosolic Chaperonin Activity; AID 651819, 2012; purified chaperonin ATPase assay, HTRF ADP detection, 30 min; 0.3% of 360,000 active; activity change, % (test concentration not listed), hits read low; in the data active = activity change below about -30%; note: % is set by controls: 0 for no effect and ±100 for the full control effect
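TRiC at 40 or 20 nM final (batch-dependent) in 30 mM Tris pH 7.4, 100 mM KCl, 5 mM MgCl2, 1 mM DTT, with compound at single 76 uM and 10 uM ATP, 30 min at 37 deg C. ADP detected by HTRF Transcreener, 665/615 ratio.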
PLK1 PBD block: qHTS for Inhibitors of PLK1-PDB (polo-like kinase 1 - polo-box domain): Primary Screen | Serine/threonine-protein kinase PLK1 (Homo sapiens), P53350 | Plk1 PBD binding of FITC phosphopeptide, fluorescence polarization | Potency, µM, for inactives: max response, negative = inhibition, hits mostly inhibitors | 2.8% of 360,000 active | AID 720504, 2013; note: potency is the fitted concentration of half-maximal effect; series mostly up to about 57 µM; % is set by controls: 0 for no effect and ±100 for the full control effect; nearly all actives have a fitted effect of over 65% in size
EPAC2 antagonist: qHTS for Antagonist of cAMP-regulated guanine nucleotide exchange factor 2 (EPAC2): primary screen | Rap guanine nucleotide exchange factor 4 (Homo sapiens), Q8WZA2 | EPAC2 GEF exchange of Rap1B-BODIPY-GDP, fluorescence | Potency, µM (doses to about 114 µM), inactives show at the highest dose activity, negative = inhibition, actives largely listed as inhibitors | 0.18% of 360,000 active; note: potency is the fitted concentration of half-maximal effect; % is set by controls: 0 for no effect and ±100 for the full control effect; nearly all actives have a fitted effect of over 45% in size; many of its hits are not listed in these tables
Target sequence (Q8WZA2 whole entry, looked up): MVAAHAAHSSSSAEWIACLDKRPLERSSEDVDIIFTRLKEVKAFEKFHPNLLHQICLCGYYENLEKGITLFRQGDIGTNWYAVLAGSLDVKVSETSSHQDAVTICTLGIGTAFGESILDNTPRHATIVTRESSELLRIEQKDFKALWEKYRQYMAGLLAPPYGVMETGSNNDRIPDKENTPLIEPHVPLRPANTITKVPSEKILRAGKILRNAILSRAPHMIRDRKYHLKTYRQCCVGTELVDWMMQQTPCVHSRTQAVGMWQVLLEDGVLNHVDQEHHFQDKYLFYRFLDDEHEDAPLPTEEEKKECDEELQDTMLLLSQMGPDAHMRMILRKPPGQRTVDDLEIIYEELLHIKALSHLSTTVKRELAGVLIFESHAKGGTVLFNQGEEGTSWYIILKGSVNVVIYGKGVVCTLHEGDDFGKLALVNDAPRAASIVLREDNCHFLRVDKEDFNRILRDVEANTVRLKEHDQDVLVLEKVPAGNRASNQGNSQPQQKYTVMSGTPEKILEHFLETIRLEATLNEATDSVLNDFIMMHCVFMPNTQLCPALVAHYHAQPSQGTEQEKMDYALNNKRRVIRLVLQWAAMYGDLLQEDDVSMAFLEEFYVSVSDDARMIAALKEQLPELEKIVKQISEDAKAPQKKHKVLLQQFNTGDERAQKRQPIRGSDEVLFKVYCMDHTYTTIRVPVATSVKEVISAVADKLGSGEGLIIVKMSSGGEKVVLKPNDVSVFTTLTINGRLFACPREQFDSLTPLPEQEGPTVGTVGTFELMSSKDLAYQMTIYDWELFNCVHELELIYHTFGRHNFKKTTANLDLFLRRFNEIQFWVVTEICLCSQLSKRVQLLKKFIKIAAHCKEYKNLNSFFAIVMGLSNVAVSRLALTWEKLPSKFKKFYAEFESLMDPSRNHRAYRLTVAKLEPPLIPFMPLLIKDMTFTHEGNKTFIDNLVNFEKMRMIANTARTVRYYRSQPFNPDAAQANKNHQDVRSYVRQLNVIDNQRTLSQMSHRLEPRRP
Mm-Cpn inhibitor: Inhibitors of TCP-1 ring complex (TRiC) of Methanococcus maripaludis (MmCpn): qHTS | AID 504842, 2011 | Chaperonin Mm-Cpn (Methanococcus maripaludis) | Potency, µM (doses to about 76.9 µM), for the others: top-dose activity, negative = inhibition, usual class: inhibitors | 0.031% of 330,000 active | purified Mm-Cpn ATPase, ADP Transcreener TR-FRET; note: potency is the fitted concentration of half-maximal effect; % is set by controls: 0 for no effect and ±100 for the full control effect; nearly all actives have a fitted effect of over 80% in size
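Compound-treated chaperonin, 25 nM final, turns over 10 uM ATP at 37°C for 30 min following a 10 min preincubation; ADP generated competes with ADP-d2 for Eu-cryptate antibody, lowering FRET.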
WRN helicase inh: qHTS for Inhibitors of WRN Helicase | AID 651768, 2012 | 0.46% of 360,000 active | Potency, µM (top dose mostly 114 µM), inactives show at the top dose activity change, negative = inhibition, most hits filed as inhibitors | Bifunctional 3'-5' exonuclease/ATP-dependent helicase WRN (Homo sapiens), Q14191 | WRN helicase unwinding, fluorescent forked duplex, kinetic; note: potency is the fitted concentration of half-maximal effect; % is set by controls: 0 for no effect and ±100 for the full control effect; nearly all actives have a fitted effect of over 55% in size
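Fluorescence dequenching readout, ex 525 nm/em 598 nm, kinetic mode: forked duplex DNA (100 nM final) with adjacent fluorophore and quencher unwound by WRN (20 nM final) with 2 mM ATP. Compound preincubation 15 min, room temperature.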
EPAC1 antagonist: qHTS for Antagonist of cAMP-regulated guanine nucleotide exchange factor 3 (EPAC1): primary screen | AID 720709, 2013 | Rap guanine nucleotide exchange factor 3 (Homo sapiens), O95398 | Potency, µM (titrated, usually from 115 µM), for inactives: at the highest dose activity change, negative = inhibition, most hits filed as inhibitors | 0.14% of 360,000 active | EPAC1 GEF assay, Rap1b-BODIPY-GDP exchange fluorescence;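 note: potency is the fitted concentration of half-maximal effect; plate controls were vehicle for no effect and positive control for full effect; nearly all actives have a fitted effect of over 50% in size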
EPAC1 ag: qHTS for Agonist of cAMP-regulated guanine nucleotide exchange factor 3 (EPAC1): primary screen. Rap guanine nucleotide exchange factor 3 (Homo sapiens), O95398. EPAC1 agonist qHTS, biochemical assay; response scale: 100% = response to 6.5 mM cAMP. Potency, µM (series often up to 154 µM), without a hit: top-dose activation, usual class: activators. 0.073% of 360,000 active. AID 720707, 2013; note: potency is the fitted concentration of half-maximal effect; nearly all actives have a fitted effect of over 60% in size
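Compounds were pinned as a concentration titration into mixtures of EPAC1 (100 nM), BODIPY-GDP-loaded Rap1B (250 nM) and GDP (50 uM). After 5 min at room temperature, fluorescence was followed for 30 min; activity was scaled to 6.5 mM cAMP.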
* marks the source's active call; other numbers are inactive results; ? = inconclusive; / = not tested or not shown; & = joins results of further samples; [ ] = another dose, or the depositor's remark. Unless noted, calls come from the whole dose curve; as a rule, active = well fitted curve in the direction sought with a large enough effect; inconclusive = small, poorly fitted or top-dose-only effect, or another doubt; inactive = no such curve, though single readings can be large; an effect the other way counts as inactive or inconclusive.

PI5P4Ka inh | CCT modulator | PLK1 PBD block | EPAC2 antagonist | Mm-Cpn inhibitor | WRN helicase inh | EPAC1 antagonist | EPAC1 ag | structure
-1 | 1.9 | -6% | 2% | 3% | -29% | ? | -6% | Cc1ccc(N2C(=O)N(C(C)C)C(C)(C)CC2(C)O)cc1 (configuration not stated)
4 | -2.3 | -4% | 1% | -3% | -3% | -5% | -1% | CCOc1ccccc1NC(=O)C(c1ccccc1)N1CCN(C(=O)c2ccco2)CC1 (configuration not stated)
1 | -12 | -2% | -4% | / | -5% | -15% | -12% | CN1C[C@@H]2[C@@H]3C(=O)N(C)C(=O)[C@@H]3[C@](C)(C1=O)N2C(=O)c1ccc(Br)cc1
/ | -1.7 | -3% | 2% | 0% | 3% | -12% | 14% | COc1cc(Br)cc2cc(C(=O)N3CCN(c4ccccn4)CC3)c(=O)oc12
/ | 1.4 | -21% | 8% | -3% | -2% | 4% | -4% | CC1(C)CC(=O)C2=C(C1)OC(c1cccs1)C(C#N)=C2N (configuration not stated)
/ | -5.0 | -10% | -2% | 0% | -1% | 1% | -2% | Cc1cc2ccccc2nc1SCC(=O)N1CCCC1
-5 | -1.3 | -4% | -3% | 0% | 3% | 20% | -1% | Cc1noc(C)c1COC(=O)c1ccc(F)c(S(=O)(=O)N2CCOCC2)c1
-1 | 2.1 | -8% | 10% | -2% | -5% | 34%[activator] | 11% | COc1cccc(N2C(=O)C(c3ccccc3)=C(c3nc4ccccc4s3)C2NC(C)=O)c1 (configuration not stated)
-4 | -0.1 | 4% | 5% | 3% | -9% | 1% | 1% | O=S(=O)(NCc1ccccc1)c1ccc(-c2cnc(C3CC3)o2)cc1
8 | 0.9 | -2% | 0% | 0% | -1% | 4% | -2% | O=C(Nc1ccccc1)NC1(C(=O)N2CCN(c3ncccn3)CC2)CCCCC1
-95* | -0.8 | 27µM* | -3% | 2%&1% | ? | 2% | 7% | S=C(Nc1ccccn1)c1ccccn1
-7 | 0.2 | 24µM* | -6% | -1% | -1% | -26% | 9% | CC(C)CN(CC(C)C)C(=O)c1cccc(S(=O)(=O)N2CCc3ccccc32)c1

PI5P4Ka inh | CCT modulator | PLK1 PBD block | EPAC2 antagonist | Mm-Cpn inhibitor | WRN helicase inh | EPAC1 antagonist | EPAC1 ag | structure
3 | 1.8 | -2% | -6% | -1% | -18% | -11% | 2% | CCC(C)c1ccc(OCC(=O)Nc2ccc(CN3CCOCC3)cc2)cc1 (configuration not stated)
0 | -3.7 | -3% | -13% | -1% | -4% | -4% | 8% | Cc1ccc(S(=O)(=O)Nc2cccc(Cl)c2)cc1NC(=O)C1CC1
2 | -0.4 | 0% | -7% | 1% | -7% | -6% | 1% | Clc1ccc2c(c1)C(c1cccs1)=NNC(c1cccnc1)=N2
5 | -2.3 | -2% | -6% | 2% | -7% | 0% | 13% | CCCCOc1ccc(CSC(=N)N)cc1[N+](=O)[O-]
/ | -1.9 | -6% | 0% | 1% | -9% | -1% | 10% | CC1CC(NC(=O)c2ncn[nH]2)CC(C)(C)C1 (configuration not stated)
/ | -0.4 | -3% | 23% | 1% | 0% | 22% | -4% | Nc1nc(N2C(=O)C3CC=CCC3C2=O)nn1-c1ccccc1 (configuration not stated)
4 | 0.8 | -10% | 5% | 0% | -11% | -2% | -1% | N#Cc1ccccc1S(=O)(=O)N1CCN(c2cnccn2)CC1
/ | -2.0 | -5% | 2% | 1% | 3% | -6% | 0% | COc1cccc(C2=NOC(C(=O)NCCCn3ccnc3)C2)c1 (configuration not stated)
-1 | -1.9 | -12% | 0% | -1% | 2% | -9% | 19% | CCn1cc(C(=O)NCC(OC)OC)c(=O)c2cc(S(=O)(=O)N3CCOCC3)ccc21
-4 | 1.1 | -5% | 7% | 1% | -2% | -4% | -10% | O=C(CSc1ncnc2c1nnn2Cc1ccccc1F)N1CCN(c2ccccc2)CC1
-2 | 1.1 | 30µM* | -18% | 1% | -13% | ? | -2% | COc1ccc2nc(SCC(=O)Nc3cc(OC)c(OC)cc3C(=O)O)c(C)cc2c1
-12 | -0.7 | -6% | -16% | / | 4% | -2% | 5% | O=C(NCc1ccc(F)cc1)c1cc(-c2ccccn2)nc2ccc(S(=O)(=O)N3CCOCC3)cc12

PI5P4Ka inh | CCT modulator | PLK1 PBD block | EPAC2 antagonist | Mm-Cpn inhibitor | WRN helicase inh | EPAC1 antagonist | EPAC1 ag | structure
1 | -3.7 | -6% | 1% | -1% | 4% | -1% | 10% | Cc1cc(C)n(-c2ccc(C(=O)Nc3ccc(N4CCOCC4)cc3)cc2)n1
-9 | -2.4 | ? | -17% | 0% | -21% | -11% | -9% | COc1ccc(C2(CNC(=O)c3ccc(OCC(C)C)cc3)CCOCC2)cc1
0 | -1.1 | -2% | 2% | 0% | 2% | 1% | -4% | O=C(O)CCCC(=O)NCc1ccccn1
-8 | -1.9 | -1% | -22% | 1% | -4% | -16% | 3% | COc1cc2[nH]c(C(=O)N3CCC(Cc4ccccc4)CC3)cc2c(OC)c1OC
0 | 0.1 | -8% | -5% | 1% | -15% | -19% | 4% | CC1=CC(C)(C)Nc2ccc(OC(=O)C(Cc3ccccc3)N3C(=O)c4ccccc4C3=O)cc21 (configuration not stated)
11 | -2.6 | -1% | 2% | -1% | -3% | -13% | 8% | COc1ccc(C2CC(c3ccccc3OC(C)=O)=NN2C(=O)/C=C/c2ccccc2)cc1OC (configuration not stated)
/ | -1.0 | -14% | -1% | 0% | -8% | 12% | 6% | Cc1ccc(C(=O)N/N=C/c2nc3ccccc3n2C)cc1
/ | 2.9 | -1% | 3% | -1% | -4% | 1% | 0% | CCOC(=O)N1CCN(C2CC(=O)N(c3ccc(F)cc3)C2=O)CC1 (configuration not stated)
-6 | -2.4 | -4% | 3% | -2% | 1% | -14% | 10% | O=C(NCc1ccccn1)c1ccc(/C=N/O)nc1
-2 | -3.1 | -7% | -19% | 1% | -5% | -9% | -7% | CCCN(CCC)C(C)C(=O)NCC1(c2ccccc2)CCCC1 (configuration not stated)
1 | -0.2 | 5% | -5% | 2% | -4% | 2% | -2% | COCCn1cnc2c1c(=O)n(Cc1cc(C(C)=O)ccc1OC)c(=O)n2Cc1ccccc1
5 | 1.4 | -2% | 9% | 2% | 8% | 3% | -6% | CCOc1ccc(NC(=O)CSc2ccccc2N)cc1

PI5P4Ka inh | CCT modulator | PLK1 PBD block | EPAC2 antagonist | Mm-Cpn inhibitor | WRN helicase inh | EPAC1 antagonist | EPAC1 ag | structure
-5 | -0.5 | -6% | 11% | 0% | 7% | -1% | 8% | c1cncc(Oc2cccc(Oc3cccnc3)c2)c1
0 | -5.3 | -9% | -3% | 0% | 8% | -7% | 8% | Cc1cc(C)n(CCN(C)C(=O)CCc2nnc(-c3ccc4c(c3)OCO4)o2)n1
/ | -0.2 | -2% | 5% | 1% | 2%[57.1 µM] | 12% | -1% | COCCCNC(=O)c1nc2c(nnn2Cc2cc(C)ccc2C)c(=O)[nH]1
-2 | 1.2 | 1% | 1% | / | -9% | 6% | 2% | CC(=NC1CCCCC1)c1ccc(O)cc1O
3 | 1.6 | 3% | 3% | -2% | 8% | -2% | -5% | CCOC(=O)/C(C#N)=C/c1c(Oc2cccc(C)c2)nc2ccccn2c1=O
2 | -1.0 | -9% | 4% | -8% | 1% | -14% | 0% | Cc1c(Cc2ccccc2)c(=O)oc2cc(OCC(=O)NCC(O)c3ccccc3)ccc12 (configuration not stated)
-4 | -1.6 | 30µM* | 4% | 0% | 4% | 9% | 9% | O=C(c1ccco1)c1coc2c1cc(O)c1ccccc12
2 | -1.5 | ? | -24% | -5% | -12% | 6% | -13% | CCn1nc(NS(=O)(=O)c2ccccc2[N+](=O)[O-])c2cc3cccc(C)c3nc21
-3 | -1.7 | -7% | 2% | 3% | 1% | 7% | 10% | O=C(NCc1cccnc1)C(=O)Nc1nc2ccccc2s1
-1 | -2.2 | -14% | -23% | -9% | -29% | ? | 13% | CCC(=O)Nc1c(S(=O)(=O)c2ccccc2)c2nc3ccccc3nc2n1C(C)c1ccccc1 (configuration not stated)
-1 | 1.7 | 2% | -15% | 0% | -5% | -2% | 10% | Cc1ccsc1/C=N/NC(=O)CNC(=O)c1ccc(S(=O)(=O)N2CCOCC2)cc1
20 | -4.6 | -10% | -7% | -1% | 3% | -6% | 2% | CNC(=O)N(O)C1N(/N=C/c2ccc(C)cc2)C(=S)SC1(C)C (configuration not stated)
0 | 0.1 | -7% | 11% | 1% | 4% | 30%[activator] | 3% | CCOc1ccc(CNc2ncnc(N)n2)cc1
/ | -4.9 | ? | -3% | -1% | -22% | -1% | -2% | CC(C)c1ccc(S(=O)(=O)c2n[nH]n3c2nc(=O)c2ccccc23)cc1

6 compounds picked at random from those above, as already listed:
PI5P4Ka inh | CCT modulator | PLK1 PBD block | EPAC2 antagonist | Mm-Cpn inhibitor | WRN helicase inh | EPAC1 antagonist | EPAC1 ag | structure
2 | -1.0 | -9% | 4% | -8% | 1% | -14% | 0% | Cc1c(Cc2ccccc2)c(=O)oc2cc(OCC(=O)NCC(O)c3ccccc3)ccc12 (configuration not stated)
20 | -4.6 | -10% | -7% | -1% | 3% | -6% | 2% | CNC(=O)N(O)C1N(/N=C/c2ccc(C)cc2)C(=S)SC1(C)C (configuration not stated)
/ | -4.9 | ? | -3% | -1% | -22% | -1% | -2% | CC(C)c1ccc(S(=O)(=O)c2n[nH]n3c2nc(=O)c2ccccc23)cc1
-2 | 1.2 | 1% | 1% | / | -9% | 6% | 2% | CC(=NC1CCCCC1)c1ccc(O)cc1O
-1 | -2.2 | -14% | -23% | -9% | -29% | ? | 13% | CCC(=O)Nc1c(S(=O)(=O)c2ccccc2)c2nc3ccccc3nc2n1C(C)c1ccccc1 (configuration not stated)
2 | -1.5 | ? | -24% | -5% | -12% | 6% | -13% | CCn1nc(NS(=O)(=O)c2ccccc2[N+](=O)[O-])c2cc3cccc(C)c3nc21

Not all compounds are listed. The share of hits here may be higher or lower than overall.
